Screening results as filed in PubChem.
Mtb UGM inh = M. tuberculosis UGM enzyme inhibitors, primary screen, biochemical, fluorescence polarization, single point; UDP-galactopyranose mutase (Mycobacterium tuberculosis (strain ATCC 25618 / H37Rv)), …; purified UGM, fluorescence polarization probe displacement; inhibition, % at 10 µM; 320,000 compounds, 0.06% hits; in the data active = inhibition above about 10%, passing the limit was not always enough
Target sequence (P9WIQ1 whole entry, looked up): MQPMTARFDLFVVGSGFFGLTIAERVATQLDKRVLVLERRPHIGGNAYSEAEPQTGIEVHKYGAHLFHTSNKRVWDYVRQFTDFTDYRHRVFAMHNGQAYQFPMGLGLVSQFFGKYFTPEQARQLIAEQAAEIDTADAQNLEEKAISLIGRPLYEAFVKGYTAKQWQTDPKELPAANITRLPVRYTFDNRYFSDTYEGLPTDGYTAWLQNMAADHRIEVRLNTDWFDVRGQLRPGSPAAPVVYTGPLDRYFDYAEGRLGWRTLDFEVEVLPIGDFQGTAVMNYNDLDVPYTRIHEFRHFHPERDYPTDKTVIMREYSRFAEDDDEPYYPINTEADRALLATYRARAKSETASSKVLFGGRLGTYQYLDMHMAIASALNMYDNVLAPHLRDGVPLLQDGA
PriA SSB inh = inhibitors of Klebsiella pneumoniae PriA binding to SSB C-terminal tail, primary screen, biochemical, AlphaScreen | AlphaScreen SSBct-PriA binding, biotinylated peptide | inhibition, % at 33 µM | 430,000 compounds, 0.6% hits | AID 1272365, 2023; in the data active = inhibition mostly above about 37%, no sharp cut-off; inactive = mostly below about 20%;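 note: plate controls were negative control peptide for no effect and reference peptide for full effect; strong numbers were not always called active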
VHR inh abs = VHR1 phosphatase inhibitors, primary screen, biochemical, absorbance, uHTS; recombinant VHR phosphatase, pNPP absorbance; inhibition, % at 13.3 µM; Dual specificity protein phosphatase 3 (Homo sapiens), P51452; 290,000 compounds, 0.52% hits; in the data active = inhibition above about 50%; note: some compounds called inactive have numbers as strong as hits
Target sequence (P51452 whole entry, looked up): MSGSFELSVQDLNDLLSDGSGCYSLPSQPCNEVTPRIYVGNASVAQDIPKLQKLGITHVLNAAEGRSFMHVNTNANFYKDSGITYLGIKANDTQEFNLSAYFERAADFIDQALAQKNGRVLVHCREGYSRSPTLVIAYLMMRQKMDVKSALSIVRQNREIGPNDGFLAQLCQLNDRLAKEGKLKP
Mtb BioA inh = M. tuberculosis BioA enzyme inhibitors, primary screen, biochemical, plate reader, single point, HTS; 7,8-diaminopelargonic acid synthase BioA (Mycobacterium tuberculosis); purified M. tuberculosis BioA enzyme; inhibition, % at 9.99 µM; 360,000 compounds, 0.096% hits; AID 602481, 2012; in the data active = inhibition above about 40%
Rv3671c protease = Rv3671c serine protease inhibitors, primary screen, biochemical, fluorescence polarization, M. tuberculosis H37Rv; 320,000 compounds, 0.048% hits; inhibition, % at 5.96 µM; P9WHR9; in the data active = inhibition above about 38%;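 note: extracellular domain of Rv3671c used as enzyme; 0% = enzyme with DMSO and 100% = no enzyme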
Target sequence (P9WHR9 whole entry, looked up, the tested form may be a part): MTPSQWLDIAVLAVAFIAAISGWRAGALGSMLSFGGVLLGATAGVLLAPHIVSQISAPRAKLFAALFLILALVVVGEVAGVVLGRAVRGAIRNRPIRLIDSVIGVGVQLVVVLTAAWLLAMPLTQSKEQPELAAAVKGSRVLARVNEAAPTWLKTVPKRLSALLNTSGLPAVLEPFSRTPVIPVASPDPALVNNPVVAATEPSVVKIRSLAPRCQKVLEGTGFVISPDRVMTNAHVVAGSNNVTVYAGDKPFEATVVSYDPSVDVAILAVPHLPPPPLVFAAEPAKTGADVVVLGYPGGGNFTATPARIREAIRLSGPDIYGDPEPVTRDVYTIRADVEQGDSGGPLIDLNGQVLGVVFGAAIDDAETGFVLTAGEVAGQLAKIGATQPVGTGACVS
MazF activator = activators of E. coli MazEF toxin-antitoxin RNase, primary screen, biochemical, fluorescence, uHTS. Endoribonuclease toxin MazF (Escherichia coli (strain K12)), P0AE70. FAM/BHQ RNA-DNA oligo cleavage fluorescence, 5 h. activation, % at 20 µM. 350,000 compounds, 0.32% hits; in the data active = activation above about 50%
Target sequence (P0AE70 whole entry, looked up): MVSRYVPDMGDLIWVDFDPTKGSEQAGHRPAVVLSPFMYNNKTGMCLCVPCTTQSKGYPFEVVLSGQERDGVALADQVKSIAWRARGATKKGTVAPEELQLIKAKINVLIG
3CLpro inhibitor = SARS-CoV 3CLpro protease inhibitors, primary screen, biochemical, quenched FRET. 290,000 compounds, 0.14% hits. recombinant SARS-CoV 3CLpro, quenched FRET peptide cleavage. AID 1706, 2009. Replicase polyprotein 1ab (Severe acute respiratory syndrome coronavirus), P0C6X7. inhibition, % at 6 µM; in the data active = inhibition above about 12%
Mtb FBA inh = Mtb FBA enzyme inhibitors, primary screen, biochemical, fluorescence, strain H37Rv. 360,000 compounds, 2.3% hits. purified M. tuberculosis FBA, fluorescence read-out. AID 588726, 2011. inhibition, % at 1 µM; in the data active = inhibition above about 27%;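 note: 0% = vehicle and 100% = reference inhibitor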
GDH-TPI inh = GDH-TPI coupling enzyme inhibitors, primary screen, artefact control for M. tuberculosis FBA inhibitor project, biochemical, absorbance, full deck. GDH-TPI coupled enzyme counterscreen, NADH absorbance. inhibition, % at 4.8 µM. 360,000 compounds, 1.2% hits. AID 588335, 2011; in the data active = inhibition above about 30%;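 note: 0% = DMSO wells and 100% = wells lacking the enzyme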
Vc quorum ag = inducers of Vibrio cholerae quorum light production without autoinducers, primary screen, BH1578 luxS cqsA deficient, single point. V. cholerae BH1578 lux reporter, luminescence, 6 h. activation, % at 18.7 µM. 350,000 compounds, 0.16% hits. AID 588436, 2011; in the data active = activation mostly above about 9.7%, no sharp cut-off; note: not every result past the cut was called active; inactives centre near 0; reference of the scale not given here
* = called active by the depositor; i = inactive; · = not tested or not shown; & = joins results of further samples. Not all compounds are listed. The share of hits here may be higher or lower than overall.

SMILES	Mtb UGM inh	PriA SSB inh	VHR inh abs	Mtb BioA inh	Rv3671c protease	MazF activator	3CLpro inhibitor	Mtb FBA inh	GDH-TPI inh	Vc quorum ag
COc1ccc2c(c1)[C@H]1[C@H](CO2)[C@H](c2ccccc2)[C@]2(C)C(=O)Nc3ccc(F)cc3C(=O)N12	2.6	15.2	·	-1.2	-7.7	0.9	·	19.3	6.7	-0.4
Cc1ccc(C)c(S(=O)(=O)N2CCCOC2CNC(=O)C(=O)NC2CC2)c1 (configuration not stated)	-2.3	4.6	6.2	-1.0	0.5	1.1	0.9	-1.6	-1.3	i
O=C(CSc1nc2ccccc2c(=O)[nH]1)N1CCCCCC1	-1.6	-12.4	18.9	-0.2	1.8	0.1	3.5	2.5	4.0	i
COc1cc(OC)c(OC)cc1CN1CCN(Cc2ccc(SC)cc2)CC1	-1.6	0.8	33.4	·	1.0	-1.5	1.7	0.0	3.3	-0.5
Cc1ccc(S(=O)(=O)NCCc2nnc3ccc(SCC(=O)Nc4nc5ccccc5s4)nn23)cc1	-0.7	·	2.9	·	1.3	·	-2.9	·	·	·
Cc1nc(Nc2ccccc2)c2oc3ccc(Cl)cc3c2n1	-1.3	-17.3	6.9	2.2	-7.1	3.4	-0.2	19.0	13.0	i
CSc1ccccc1NC(=O)c1noc2c1CCC2	-4.8	-15.2	2.9	1.8	-0.9	-3.0	-1.9	0.4	-4.9	-0.9
Cn1nc(C(C)(C)C)cc1C(=O)N1CCCC(C)(C(=O)NS(=O)(=O)C2CC2)C1 (configuration not stated)	·	·	·	-0.2	·	·	·	2.2	-3.6	i
O=S(=O)(NCc1nnc2c(C(F)(F)F)cc(Cl)cn12)c1ccccc1	-4.5	-13.8	5.5	-1.7	9.7	4.6	9.3	-0.4	-1.7	i
NC(=O)CSc1nc(-c2ccccc2Cl)ns1	2.3	2.0&-15.7	-14.5	1.2	-1.4	9.4	-1.1	4.3	-11.7	3.1
COc1ccc(NC(=O)c2sc(NC(=O)C3CC3)nc2C)cc1	-2.0	-2.2	-6.1	-0.8	-1.1	5.8	0.3	-3.0	8.5	-0.3
c1ccc(-c2[nH]ncc2-c2nc3ccccc3[nH]2)cc1	-0.7	0.5	6.7	0.6	-7.4	9.6	-6.0	25.5	13.6	-1.9
Cc1nc2ccccc2c(=O)n1N(c1ccccc1)c1ccccc1	-1.3	-0.6	21.6	-1.1	5.9	1.6	7.3	-2.0	-3.1	i
O=C(O)c1ccc(-c2ccccc2C(F)(F)F)o1	-0.6	-5.2	6.7	0.1	12.5	10.6	-5.8	2.3	-0.9	i
O=C(NCCCc1ccncc1)C1CCC(=O)N(Cc2cccc(C(F)(F)F)c2)C1 (configuration not stated)	0.1	-4.8	9.2	0.3	·	-4.7	-2.2	-1.0	1.0	-0.3
Cc1ccc(N2C(=O)CC(Cn3nc(C)cc3C)C2=O)cc1 (configuration not stated)	-0.5	-7.1	0.0	0.2	7.5	4.4	0.8	0.0	1.5	i
CCn1c(COc2ccccc2)nnc1SCC(=O)NC1CC1	-1.3	5.6	9.7	5.2	4.3	-4.1	2.4	1.3	4.2	0.7
CC(=O)Nc1cc(NC(C)=O)cc(C(=O)OCC(=O)N(c2ccccc2)C2CCS(=O)(=O)C2)c1 (configuration not stated)	1.3	-5.7	·	-3.1	2.6	-1.8	·	2.1	-1.6	0.7
CN(CC(=O)NCc1ccc(Cl)cc1)S(=O)(=O)c1cccs1	-0.6	-8.1	21.4	13.3	7.7	-3.7	3.3	2.4	0.0	-0.2
Cc1nn2c(nc1=O)NNC2(C)C(C)(C)C (configuration not stated)	1.0	-7.0	-0.9	·	-3.0	0.7	0.5	-3.2	-2.6	i
Cc1ccc2c(c1)c1nc3ccccc3nc1n2C	2.6	-17.4	34.8	-3.5	-8.5	221.5*	-2.2	-0.8	15.4	7.3
O=C(Cn1cc([N+](=O)[O-])cn1)NCCc1nc2ccccc2[nH]1	-0.1	5.7	26.2	·	-8.0	3.9	7.1	-0.9	0.6	i
CCOC(=O)C1CCN(Cc2cnc(Oc3ccc(C(C)(C)C)cc3)s2)CC1	-0.3	-18.5	-4.1	-1.0	-8.0	-2.4	2.8	1.4	-1.9	-6.2
O=C(CN1C(=O)CC(c2ccccc2)S(=O)(=O)c2ccccc21)NC1CCCC1 (configuration not stated)	0.9	-4.2	9.8	1.0	-0.2	6.3	1.6	1.0	-0.9	-0.2
CC(=O)C1=C(O)C(=O)N(Cc2ccco2)C1c1ccc2c(c1)OCO2 (configuration not stated)	-0.4	-4.8	-7.7	-0.5	-2.7	1.3	2.1	2.1	18.4	i
Cc1ccc2c(CC(=O)NNC(=O)c3ccccc3O)coc2c1	0.3	1.7	·	-0.8	2.6	-8.6	·	15.3	11.4	i
NC(=O)CCS(=O)(=O)c1ccccc1	-1.0	-11.5	17.9	-0.8	-2.4	3.2	3.3	2.0	7.4	-4.2
COc1cccc(CNC(=O)c2ccc(N3CCOCC3)c([N+](=O)[O-])c2)c1	-1.5	6.5	-24.8	1.7	6.4	3.1	-1.3	-1.7	-3.5	i
CC1(C(=O)NS(=O)(=O)c2ccc(Cl)cc2)CCN1C(=O)CC1CC1 (configuration not stated)	·	·	·	-0.8	·	·	·	2.7	-3.1	0.2
Cc1ccc(C(=O)Nc2nc(=O)[nH]s2)cc1	3.7&-3.3	-13.0&-11.9	10.2&11.5	·	-15.2&-8.3	-19.8&13.3	4.8&3.7	-0.9&-1.2	4.9&6.7	-1.5&-1.8
O=C(c1ccc2c(c1)N(Cc1ccccc1)C(=O)c1ccccc1S2)N1CCCC1	-3.6	4.9	19.7	2.1	-11.4	-3.0	2.7	0.1	2.5	-0.3
COc1ccc(/C=C/C(=O)Nc2cc(F)ccc2C)cc1S(=O)(=O)N1CCOCC1	-0.1	1.5	10.3	·	3.2	5.2	0.2	3.2	5.6	-2.0
CCc1ccc2c(c1)C1(NN=C(c3ccc(C)cc3)S1)C(=O)N2 (configuration not stated)	-1.8	39.4	22.0	-0.4	17.3	2.1	6.2	2.1	6.2	-5.9
CC1=C(C)Cc2c(OC(=O)c3ccccc3)ccc(OC(=O)c3ccccc3)c2C1	3.7	·	6.9	·	-8.5	·	1.5	·	·	·
O=C1CC(N2CCN(c3nc4ccccc4s3)CC2)C(=O)N1Cc1cccs1 (configuration not stated)	1.5	6.0	22.7	-1.2	-1.0	-10.5	-0.8	-0.1	10.1	0.5
CCOC(=O)Cn1c(=N)n(Cc2ccccc2F)c2ccccc21	-3.4	-16.6	27.8	0.2	-11.6	2.8	3.3	6.3	-3.0	i
O=C(O)c1ccc(Cn2nnc3sc4c(c3c2=O)CCCC4)cc1	-0.5	-0.9	14.5	·	5.3	1.5	0.0	-1.1	8.2	-0.2
O=C(Cn1cnc2ccccc21)N/N=C/C(Br)=C/c1ccccc1	-0.4	·	4.0	·	-11.6	-65.3	6.6	-4.8	15.7	-0.3
CC(=NNC(=S)Nc1ccc(C)cc1)c1ccccn1	·	25.9	·	·	·	1.7	·	2.6	7.8	·
CC1=CC(C)(C)Nc2ccc(OC(=O)c3cccnc3)cc21	0.5	6.3	7.6	4.9	7.7	6.8	2.5	1.6	4.0	-0.3

Full records as entered above. Order of screens: Mtb UGM inh	PriA SSB inh	VHR inh abs	Mtb BioA inh	Rv3671c protease	MazF activator	3CLpro inhibitor	Mtb FBA inh	GDH-TPI inh	Vc quorum ag
Profile of O=C(Cn1cc([N+](=O)[O-])cn1)NCCc1nc2ccccc2[nH]1 = -0.1	5.7	26.2	·	-8.0	3.9	7.1	-0.9	0.6	i
Profile of CCOC(=O)Cn1c(=N)n(Cc2ccccc2F)c2ccccc21 = -3.4	-16.6	27.8	0.2	-11.6	2.8	3.3	6.3	-3.0	i
Profile of CC(=NNC(=S)Nc1ccc(C)cc1)c1ccccn1 = ·	25.9	·	·	·	1.7	·	2.6	7.8	·

Continuation.
SMILES	Mtb UGM inh	PriA SSB inh	VHR inh abs	Mtb BioA inh	Rv3671c protease	MazF activator	3CLpro inhibitor	Mtb FBA inh	GDH-TPI inh	Vc quorum ag
Cc1cccc(-n2c(O)c(C=NC3CCS(=O)(=O)C3)c3ccccc3c2=O)c1C (configuration not stated)	1.1	3.0	33.5	7.1	-1.4	0.7	1.3	1.6	31.0*	i
Cc1ccc(C(=O)c2ccccc2C(=O)OCC(=O)NCC2CCCO2)cc1 (configuration not stated)	1.1	4.5	16.6	·	-3.0	8.1	-3.3	0.6	-5.4	-0.3
COc1ccc(CC(NC(C)=O)C(=O)NC2CCN(c3nc(C)cc(C)c3C#N)CC2)cc1OC (configuration not stated)	1.6	-14.7	9.1	·	2.5	0.3	5.9	31.1*	-0.6	i
O=C1C=C(c2cccc(O)c2)CCC1	0.0	-2.8	·	-0.1	10.6	4.3	·	-2.0	2.5	0.6
Cc1cccn2c(=O)c3c(nc12)N1CCCCC1C1(C3)C(=O)N(C)C(=O)N(C)C1=O (configuration not stated)	-2.3	-8.3	2.6	-1.9	5.8	-17.2	-0.5	5.5	14.8	i
COC(=O)c1ccc2c(=O)n(Cc3ccc4c(c3)OCO4)c(=S)[nH]c2c1	1.6	-3.5	17.2	2.0	2.7	7.3	5.0	3.8	1.9	i
CCCc1ccc(C2C3=C(CC(C)(C)CC3=O)NC3=C2C(=O)c2ccccc23)cc1 (configuration not stated)	1.4	47.1*	17.7	-1.9	3.6	10.2	0.1	-2.8	4.1	5.9
Cc1nc(-c2cccc3ccccc23)ccc1C(=O)O	0.2	-0.9	-11.3	0.7	1.9	-6.0	-0.4	40.6*	7.8	-1.6
COc1ccc2nc(NC(=O)c3sc4nc(C)cc(C)c4c3N)sc2c1	-0.5	-0.5	22.6	-1.0	2.9	3.7	1.3	4.5	-7.6	-0.2
CCN(CC)S(=O)(=O)c1ccc(N2CCCCC2)c(NC(=O)/C=C/c2cc(OC)c(OC)c(OC)c2)c1	2.1	-5.3	8.5	·	-19.0	5.4	7.3	-0.9	5.5	-0.2
CCN(CC)CCCNCC(=O)Nc1ccc(OC)c(Cl)c1	4.4	·	7.7	·	7.6	·	-7.1	·	·	·
Nc1nonc1-n1nnc(C(=O)N/N=C/c2ccccc2F)c1CN1CCc2ccccc21	0.5	·	10.4	-0.3	-7.1	20.1	6.1	-2.0	3.5	i
Cc1ccc(S(=O)(=O)N2CCOCC2)cc1C(=O)Nc1cccc(S(=O)(=O)N2CCCC2)c1	-1.6	-3.1	17.8	·	-1.3	-5.3	4.2	-1.0	-11.7	-0.3
Cc1cc(C)n(CCC(=O)N=Nc2c(O)[nH]c3ccccc23)n1	-1.5	7.8	24.6	3.0	1.2	2.9	-2.2	-1.9	11.3	i
NC(=O)C1CCN(C(=O)CCNS(=O)(=O)c2cc(Br)cnc2N)CC1	-0.1	14.1	-12.9	-4.6	6.2	3.4	-1.1	11.7	24.8	i

3 entries from above, with values under each structure:
Each structure is followed by: Mtb UGM inh, PriA SSB inh, VHR inh abs, Mtb BioA inh, Rv3671c protease, MazF activator, 3CLpro inhibitor, Mtb FBA inh, GDH-TPI inh, Vc quorum ag
> Cc1cc(C)n(CCC(=O)N=Nc2c(O)[nH]c3ccccc23)n1
→ -1.5, 7.8, 24.6, 3.0, 1.2, 2.9, -2.2, -1.9, 11.3, i
> Cc1cccc(-n2c(O)c(C=NC3CCS(=O)(=O)C3)c3ccccc3c2=O)c1C (configuration not stated)
→ 1.1, 3.0, 33.5, 7.1, -1.4, 0.7, 1.3, 1.6, 31.0*, i
> CCN(CC)CCCNCC(=O)Nc1ccc(OC)c(Cl)c1
→ 4.4, ·, 7.7, ·, 7.6, ·, -7.1, ·, ·, ·
